L3MBTL1 inh = qHTS Assay for the Inhibitors of L3MBTL1; Potency, µM (highest dose often 57.1 µM), without a hit: at the top dose activity, negative = inhibition, hits mostly inhibitors; AlphaScreen L3MBTL1–H3K9me1 peptide binding; Lethal(3)malignant brain tumor-like protein 1 (Homo sapiens), Q9Y468; hit rate 0.66% among 230,000; AID 485360, 2010; active = well fitted inhibition curve with a large enough effect; inconclusive = small, poorly fitted or top-dose-only effect; inactive = no such curve, though single readings can be large or run the other way; note: nearly all actives have a fitted effect of over 60% in size
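First, the protein-peptide complex forms for 30 min at room temperature (L3MBTL1 50 nM, biotinylated H3K9me1 peptide 75 nM). Next, compounds are pin-transferred and incubated 30 min. Finally, AlphaScreen beads are added and read after 30 min.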
An asterisk follows results filed as active; [ ] = another dose, or the depositor's remark. % is set by controls: 0 for no effect and ±100 for the full control effect; potency is the fitted concentration of half-maximal effect. This is a subset; count on the stated rates, not on these rows.

Results for C[C@]12CC[C@@H](O)CC1=CCC1C2CC[C@@]2(C)C1C[C@@H](F)[C@@H]2O (stereo not given in full) ?
L3MBTL1 inh: 6%

How did C[C@]12CC[C@H]3[C@@H](CC[C@]4(O)C[C@@H](O)CC[C@]34C=O)[C@@]1(O)CC[C@@H]2C1=CC(=O)OC1 do in these assays?
L3MBTL1 inh: -9%

Results for C=C(C)[C@@H]1C2C(=O)O[C@H]1[C@H]1OC(=O)[C@@]34OC3C[C@]2(O)[C@@]14C (stereo not given in full) ?
L3MBTL1 inh: -7%

Results for CCCN1CCC(NC2CCC(O)CC2)CC1 (stereo not given) ?
L3MBTL1 inh: 1%

Results for O=S(=O)(NC1CCCCC1)OCC(Cl)(Cl)Cl ?
L3MBTL1 inh: 0%

What do the screens show for `COc1cccc(CN2CCNCC2)c1`?
L3MBTL1 inh: 16%

What do the screens show for `COc1cc(OC)c(/C=C2\C(=O)Nc3ccccc32)c(OC)c1`?
L3MBTL1 inh: inconclusive

Results for CN1CCC23c4c5ccc(O)c4O[C@@H]2[C@H](O)C=CC3C1C5 (stereo not given in full) ?
L3MBTL1 inh: 2%

How did C[C@]12CCC(=O)C[C@H]1CC[C@@H]1[C@@H]2CC[C@]2(C)[C@@H](O)CC[C@@H]12 do in these assays?
L3MBTL1 inh: 7%

What do the screens show for `COC(=O)C1=C(c2cccc(OCc3ccccc3)c2)C[C@@H]2CC[C@H]1N2C(=O)NCCCc1ccccc1`?
L3MBTL1 inh: -2%

How did COC(=O)C1=C(c2ccc(F)cc2F)C[C@@H]2CC[C@H]1N2C(=O)N1CCC(O)(c2ccc(Cl)cc2)CC1 do in these assays?
L3MBTL1 inh: -6%

Results for Cc1nc2ccccc2c(=O)n1-c1ccc([N+](=O)[O-])cc1 ?
L3MBTL1 inh: -7%

What do the screens show for `C=C1[C@H]2CC[C@H]3[C@]4(C)C[C@H](O[C@H]5O[C@H](CO)[C@@H](OS(=O)(=O)O)[C@H](OS(=O)(=O)O)[C@H]5OC(=O)CC(C)C)C[C@@H](C(=O)O)[C@H]4CC[C@]3(C2)[C@H]1O`?
L3MBTL1 inh: 6%

What do the screens show for `O=[N+]([O-])c1cccc(CN2CC=C(c3ccc(F)cc3)CC2)c1`?
L3MBTL1 inh: 0%

How did O=C(CCc1ccccc1)N1C[C@H]2C[C@@H](C1)c1cccc(=O)n1C2 do in these assays?
L3MBTL1 inh: 0%

How did COC(=O)C1=C(c2ccc(Cl)c(C(F)(F)F)c2)C[C@@H]2CC[C@H]1N2C(=O)NCc1ccc2c(c1)OCO2 do in these assays?
L3MBTL1 inh: 2%

Results for COc1ccc(CC(=O)N(C)C2CCCN(Cc3ccccc3F)C2)cc1OC (stereo not given) ?
L3MBTL1 inh: -2%

How did COC(=O)C1=C(c2c(C)noc2C)C[C@@H]2CC[C@H]1N2C(=O)NC1Cc2ccccc2C1 do in these assays?
L3MBTL1 inh: 4%

What do the screens show for `COC(=O)C1=C(c2ccc(-c3ccccc3)c(F)c2)C[C@@H]2CC[C@H]1N2C(=O)N1CCC(O)CC1`?
L3MBTL1 inh: -1%

What do the screens show for `CCCOc1ccc(C(=O)NC(=S)N2C[C@H]3C[C@H](C2)c2cccc(=O)n2C3)cc1`?
L3MBTL1 inh: -3%

What do the screens show for `COC(=O)C1=C(c2cccc(C#N)c2)C[C@@H]2CC[C@H]1N2C(=O)NCc1ccc(F)cc1`?
L3MBTL1 inh: -4%

How did COc1c(C)cc(C(=O)C2CCCN(Cc3cccc(O)c3)C2)cc1C (stereo not given) do in these assays?
L3MBTL1 inh: -4%

What do the screens show for `COC(=O)C1=C(c2ccc(OC(F)(F)F)cc2)C[C@@H]2CC[C@H]1N2C(=O)NCc1cc(C)oc1C(F)(F)F`?
L3MBTL1 inh: -10%

How did C=CCN1C(=O)NC(=O)/C(=C/c2c(CCN(C)C(=O)c3ccccc3)cc3c(c2OC)OCO3)C1=O do in these assays?
L3MBTL1 inh: -4%

Results for OC[C@H]1O[C@@H](n2cnc3cc(Cl)c(Cl)cc32)[C@H](O)[C@@H]1O ?
L3MBTL1 inh: -7%

Results for COc1ccc(-c2nn(CCC#N)cc2C(=O)Nc2ccc(C(C)=O)cc2)cc1[N+](=O)[O-] ?
L3MBTL1 inh: -1%[2.29 µM]

What do the screens show for `O=S(=O)(c1ccc(F)cc1)N1CN2CCN(C2)C1`?
L3MBTL1 inh: -8%

What do the screens show for `COC(=O)C1=C(c2ccc(OC)c(OC)c2)C[C@@H]2CC[C@H]1N2C(=O)NCCOc1ccccc1`?
L3MBTL1 inh: 4%

How did COc1cc2c(cc1OC)[C@H]1C(=O)c3ccc4c(c3O[C@H]1CO2)C[C@@H](C(C)(C)O)O4 do in these assays?
L3MBTL1 inh: -6%

Results for O=C1C=C2C=C[C@@H]3CC2(O1)[C@H]1CCCCN31 ?
L3MBTL1 inh: 7%

What do the screens show for `NP(=O)(OCCCc1ccccc1)Oc1ccc(Cl)cc1` (stereo not given)?
L3MBTL1 inh: 14µM*

What do the screens show for `CC(C)=CCN1CC[C@@]2(C)c3cc(O)ccc3CC1C2C` (stereo not given in full)?
L3MBTL1 inh: -4%

How did C[C@]12CC[C@H](O)C[C@H]1CC[C@@H]1[C@@H]2C[C@@H](O)[C@]2(C)[C@@H](C3=CC(=O)OC3)CC[C@]12O do in these assays?
L3MBTL1 inh: 2%

What do the screens show for `COC(=O)C1=C(c2cc3ccccc3s2)C[C@@H]2CC[C@H]1N2C`?
L3MBTL1 inh: -2%

What do the screens show for `COC(=O)C1=C(c2c(C)noc2C)C[C@@H]2CC[C@H]1N2C(=O)NCCCOC(C)C`?
L3MBTL1 inh: -1%

What do the screens show for `Cn1cc(C(=O)OCC(=O)N2CCCC2)c2ccccc21`?
L3MBTL1 inh: 7%

What do the screens show for `COC(=O)C1=C(c2cccc(C#N)c2)C[C@@H]2CC[C@H]1N2C(=O)N1CCc2cc(OC)c(OC)cc2C1`?
L3MBTL1 inh: -7%

Results for COc1cc(CN2CCNCC2)cc(OC)c1OC ?
L3MBTL1 inh: -3%

How did CC(C)(C)[C@]1(O)C[C@@H]2OC(=O)C[C@@]23C(=O)O[C@@H]2OC(=O)[C@@H](O)C213 (stereo not given in full) do in these assays?
L3MBTL1 inh: 10%

What do the screens show for `CNC(C)Cc1ccccc1` (stereo not given)?
L3MBTL1 inh: 2%

What do the screens show for `CC[C@H](C)/C=C(C)/C=C/C1=CC2=C(Cl)C(=O)[C@](C)(OC(C)=O)C(=O)C2=CO1`?
L3MBTL1 inh: -16%

How did C#C[C@]1(O)CC[C@H]2[C@@H]3CCC4=Cc5nc6nc7ccccc7n6cc5C[C@]4(C)[C@H]3CC[C@@]21C do in these assays?
L3MBTL1 inh: 15%

Results for CCOc1ccc(N2C(=O)/C(=C/c3ccc(C)o3)C(=O)NC2=S)cc1 ?
L3MBTL1 inh: 22µM*

What do the screens show for `COC(=O)C1=C(c2ccccc2OCc2ccccc2)C[C@@H]2CC[C@H]1N2C(=O)NCc1ccc(OC)c(OC)c1`?
L3MBTL1 inh: -5%

Results for COC(=O)C1=C(c2ccc(OC(F)(F)F)cc2)C[C@@H]2CC[C@H]1N2C(=O)NCC1CC1 ?
L3MBTL1 inh: -1%

What do the screens show for `COC(=O)C1=C(c2cccc(OCc3ccccc3)c2)C[C@@H]2CC[C@H]1N2C(=O)NCc1cc(C)oc1C(F)(F)F`?
L3MBTL1 inh: -5%

Results for Cc1ccc2c(c1)C1C[N+](C)(CC(=O)c3ccc(Cl)cc3Cl)CCC1N2C(=O)c1ccc(F)cc1 (stereo not given) ?
L3MBTL1 inh: 0%

What do the screens show for `COC(=O)C1=C(c2ccc(OC)c(OC)c2)C[C@@H]2CC[C@H]1N2C(=O)N1CCOCC1`?
L3MBTL1 inh: -7%

Results for C[C@]12CCC3C(CC[C@H]4C[C@H](OC(=O)c5cccnc5)CC[C@]34C)C1CCC2=O (stereo not given in full) ?
L3MBTL1 inh: 9%

Results for O=C(/C=C/c1ccc(Br)cc1)NC(=S)N1C[C@H]2C[C@H](C1)c1cccc(=O)n1C2 ?
L3MBTL1 inh: 8%

Results for FC(F)(F)c1ccc(CNCCc2c[nH]c3ccccc23)cc1 ?
L3MBTL1 inh: -5%

How did COC(=O)C1=C(c2c(C)noc2C)C[C@@H]2CC[C@H]1N2C(=O)NCc1ccc(F)cc1 do in these assays?
L3MBTL1 inh: 6%

Results for CNS(=O)(=O)c1ccc(-c2ccc(C=C3C(=O)NC(=O)NC3=O)o2)cc1 ?
L3MBTL1 inh: 2%

Results for Cc1ccc(S(=O)(=O)N(C)N=O)cc1 ?
L3MBTL1 inh: 4%

What do the screens show for `CCCCCn1c(=O)c(C(=O)NCc2ccccc2Cl)c(O)c2ccccc21`?
L3MBTL1 inh: -1%

What do the screens show for `COC(=O)C1=C(c2ccc3ccccc3c2)C[C@@H]2CC[C@H]1N2C(=O)N1CCC(O)CC1`?
L3MBTL1 inh: 2%

Results for CC1(O)CCN2C(=O)CCc3cccc1c32 (stereo not given) ?
L3MBTL1 inh: -9%

Results for O=C(Cc1cccc(C(F)(F)F)c1)N1CCN(CC(=O)N2CCCC2)CC1 ?
L3MBTL1 inh: -4%

How did CC1=CC(=O)OC2CC3OC4C[C@@H](C)C5OC6CC7O[C@]8(C)C/C=C\C9OC%10CC%11OC(CC(C)C%12OCCO%12)CC(O)[C@]%11(C)OC%10CC9OC8C[C@]7(C)O[C@]6(C)CCC5OC4C[C@]3(C)OC12 (stereo not given in full) do in these assays?
L3MBTL1 inh: 2%

How did COc1ccc(NC(=O)N2C[C@@H]3C[C@@H](C2)c2cccc(=O)n2C3)c(OC)c1 do in these assays?
L3MBTL1 inh: 5%

What do the screens show for `COC(=O)[C@@H]1C(OC(=O)c2ccccc2)CC2CCC1N2C` (stereo not given in full)?
L3MBTL1 inh: -2%

What do the screens show for `COC(=O)C1=C(c2ccc3ccccc3c2)C[C@@H]2CC[C@H]1N2C(=O)NC(C)C`?
L3MBTL1 inh: 6%

Results for COC(=O)C1=C(c2ccc(-c3ccccc3)c(F)c2)C[C@@H]2CC[C@H]1N2C(=O)NC1CC1 ?
L3MBTL1 inh: 1%

What do the screens show for `COC(=O)C1=C(c2ccc(Cl)c(C(F)(F)F)c2)C[C@@H]2CC[C@H]1N2C(=O)NCCOc1ccc(OC)cc1`?
L3MBTL1 inh: -13%

Results for O=C1C2CCCC1C(N1CCCCC1)CC2 (stereo not given) ?
L3MBTL1 inh: -2%

How did CCCC[C@@H](C)C[C@@H](C)C(=O)N(C)[C@@H](CC(C)C)C(=O)N[C@H](C(=O)N(C)[C@H](C(=O)N1C[C@@H](O)C[C@H]1C(=O)N1C(=O)C=C[C@@H]1C)C(C)C)C(C)OC(C)=O (stereo not given in full) do in these assays?
L3MBTL1 inh: 0%

How did COC(=O)C1=C(c2ccc(-c3ccccc3)c(F)c2)C[C@@H]2CC[C@H]1N2C(=O)NC1CCCCC1 do in these assays?
L3MBTL1 inh: 25%

Results for COc1cc(CC(=O)N2C[C@H]3C[C@@H](C2)c2cccc(=O)n2C3)cc(OC)c1OC ?
L3MBTL1 inh: 0%

What do the screens show for `COC(=O)C1C2CC[C@@H](CC1OC(=O)c1ccccc1)N2` (stereo not given in full)?
L3MBTL1 inh: 1%

What do the screens show for `CCN(CC)C(=O)c1ccc(NC(=O)c2cc(S(=O)(=O)N3CCCCCC3)ccc2OC)cc1`?
L3MBTL1 inh: 2%

Results for c1ccc(CCNCc2cccs2)cc1 ?
L3MBTL1 inh: -3%

Results for COc1ccc(N=C(C)c2c(O)[nH]c(=O)[nH]c2=O)cc1 ?
L3MBTL1 inh: -2%

Results for CC(=O)O[C@H]1CC[C@@]2(C)C(=CC[C@@H]3[C@@H]2CC[C@]2(C)C(=O)CC[C@@H]32)C1 ?
L3MBTL1 inh: 7%

What do the screens show for `COc1ccc(-c2nn(CCC#N)cc2C(=O)NCc2ccccc2)cc1[N+](=O)[O-]`?
L3MBTL1 inh: 2%

Structures above that contain sulfur:
Results for O=S(=O)(NC1CCCCC1)OCC(Cl)(Cl)Cl ?
L3MBTL1 inh: 0%

What do the screens show for `C=C1[C@H]2CC[C@H]3[C@]4(C)C[C@H](O[C@H]5O[C@H](CO)[C@@H](OS(=O)(=O)O)[C@H](OS(=O)(=O)O)[C@H]5OC(=O)CC(C)C)C[C@@H](C(=O)O)[C@H]4CC[C@]3(C2)[C@H]1O`?
L3MBTL1 inh: 6%

What do the screens show for `CCCOc1ccc(C(=O)NC(=S)N2C[C@H]3C[C@H](C2)c2cccc(=O)n2C3)cc1`?
L3MBTL1 inh: -3%

What do the screens show for `O=S(=O)(c1ccc(F)cc1)N1CN2CCN(C2)C1`?
L3MBTL1 inh: -8%

What do the screens show for `COC(=O)C1=C(c2cc3ccccc3s2)C[C@@H]2CC[C@H]1N2C`?
L3MBTL1 inh: -2%

Results for CCOc1ccc(N2C(=O)/C(=C/c3ccc(C)o3)C(=O)NC2=S)cc1 ?
L3MBTL1 inh: 22µM*

Results for O=C(/C=C/c1ccc(Br)cc1)NC(=S)N1C[C@H]2C[C@H](C1)c1cccc(=O)n1C2 ?
L3MBTL1 inh: 8%

Results for CNS(=O)(=O)c1ccc(-c2ccc(C=C3C(=O)NC(=O)NC3=O)o2)cc1 ?
L3MBTL1 inh: 2%

Results for Cc1ccc(S(=O)(=O)N(C)N=O)cc1 ?
L3MBTL1 inh: 4%

What do the screens show for `CCN(CC)C(=O)c1ccc(NC(=O)c2cc(S(=O)(=O)N3CCCCCC3)ccc2OC)cc1`?
L3MBTL1 inh: 2%

Results for c1ccc(CCNCc2cccs2)cc1 ?
L3MBTL1 inh: -3%
